MBNL1-CUG inh = blocks human MBNL1 binding to CUG repeat RNA. Q9NR56. TR-FRET MBNL1-His/biotin-(CUG)12 binding, 665/545 ratio. Potency, µM (highest dose often 57.5 µM), for the others: at the highest dose activity change, negative = inhibition, actives largely listed as inhibitors. 280,000 compounds, 0.036% hits; active means well fitted inhibition curve with a large enough effect in the signal ratio, with a control signal flat, not every such curve was filed as active; inconclusive means small, poorly fitted or top-dose-only effect, or effect the other way, or a change in a side signal; inactive means no such curve, though single readings can be large or run the other way; the % refers to the signal ratio; further: potency means the concentration at half of the fitted maximal effect; on the % scale 0 is the no-effect control and ±100 the full control effect
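TR-FRET readout: Ex 340 nm, 665/545 nm emission ratio, normalized to buffer-only (basal) and MBNL1-(CUG)12 controls. Complex of MBNL1-His with Biotin-(CUG)12, compounds 92 nM–58 uM, incubated 60 min at room temperature.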
S-ASM inh = blocks human secretory acid sphingomyelinase; Potency, µM (top dose mostly 57.5 µM), without a hit: at the top dose activity change, negative = inhibition, actives largely listed as inhibitors; 340,000 compounds, 0.006% hits; AID 504937; placental ASM, HMU-PC fluorogenic substrate, 60 min; P17405; further: potency means the concentration at half of the fitted maximal effect
Target sequence (P17405 47-631 limits assumed): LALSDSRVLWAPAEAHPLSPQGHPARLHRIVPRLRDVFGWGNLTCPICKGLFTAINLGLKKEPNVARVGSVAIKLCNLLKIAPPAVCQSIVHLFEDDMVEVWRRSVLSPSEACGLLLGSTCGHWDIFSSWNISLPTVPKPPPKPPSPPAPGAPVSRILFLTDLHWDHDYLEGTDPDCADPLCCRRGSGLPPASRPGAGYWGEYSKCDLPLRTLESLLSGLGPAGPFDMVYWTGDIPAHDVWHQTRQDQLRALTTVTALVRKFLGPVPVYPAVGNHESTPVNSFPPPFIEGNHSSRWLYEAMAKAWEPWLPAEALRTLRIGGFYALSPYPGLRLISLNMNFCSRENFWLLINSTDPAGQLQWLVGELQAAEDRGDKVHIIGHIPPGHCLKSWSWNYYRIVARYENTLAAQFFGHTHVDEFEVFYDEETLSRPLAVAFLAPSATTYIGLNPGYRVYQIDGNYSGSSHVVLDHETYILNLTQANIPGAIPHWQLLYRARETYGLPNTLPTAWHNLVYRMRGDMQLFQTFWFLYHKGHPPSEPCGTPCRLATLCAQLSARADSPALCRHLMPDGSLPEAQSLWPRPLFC
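Fluorogenic HMU-PC substrate (9 uM final) is turned over by placental ASM in 60 min at 37 C after a 10 min compound preincubation. Reaction ended by alkaline stop (pH 10), with fluorescence read at 386/447 nm.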
Coupling enz = counter-screen for Giardia aldolase inhibitors: coupling enzyme system. coupling enzyme system counterscreen, AmpLite Red fluorescence. activity change, negative = inhibition, % at 58.2 µM, hits read low. 290,000 compounds, 0.67% hits; in the data active means activity change below about -30%; further: on the % scale 0 is the no-effect control and ±100 the full control effect
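Compounds tested against the coupling enzymes alone at 57.5 uM final; readout was AmpLite Red fluorescence (525/598 nm) after 20 min at RT.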
KCNH2 3.1 inh = KCNH2 3.1 (human) potassium channel inhibition. activity change, % (tested at about 1.8 µM). AID 720553. 340,000 compounds, 0.95% hits. U2OS KCNH2 3.1, thallium flux FluxOr; stronger effect = lower value;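 active means maximum activity change below -70%; inconclusive means maximum activity change from -70% to -50%; inactive means maximum activity change above -50%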;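 further: thallium influx rate constant from kinetic fluorescence after stimulation buffer; on the % scale 0 is the no-effect control and ±100 the full control effect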
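Virally transduced U2OS (3.1 isoform, 4 h infection in dark at RT) → overnight 37 C → FluxOr + Red40 in HBSS/HEPES, 45 min → stimulation buffer, 2 min kinetic read → rate constant vs DMSO controls.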
MLL CXXC-DNA inh = MLL CXXC-DNA interaction inhibition; Q03164; MLL-CXXC / FITC-HOXA9 DNA fluorescence polarization; 290,000 compounds, 0.037% hits; Potency, µM (titrated, usually from 115 µM), for the others: top-dose activity change, negative = inhibition, actives largely listed as inhibitors; active means well fitted inhibition curve with a large enough effect in the polarisation, with a control signal flat, not every such curve was filed as active; inconclusive means small, poorly fitted or top-dose-only effect, or effect the other way, or a change in a side signal; inactive means no such curve, though single readings can be large or run the other way; the % refers to the polarisation; further: potency means the concentration at half of the fitted maximal effect
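Steps: dispense CXXC domain solution (7 uM) → pin compounds or unlabeled HOX-A9 DNA control → 5 min ambient → add FLSN-HOX-A9 solution (50 nM) → spin → 30 min ambient → fluorescence polarization. Tris pH 7.5/NaCl/DTT/BSA buffer.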
GALK inh = galactokinase (human) inhibition; P51570; Purified GALK, Kinase-Glo residual ATP luminescence; Potency, µM (titrated, usually from 57.5 µM), for inactives: at the highest dose activity change, negative = inhibition, most hits filed as inhibitors; 270,000 compounds, 0.007% hits; AID 1868; further: potency means the concentration at half of the fitted maximal effect; on the % scale 0 is the no-effect control and ±100 the full control effect
Target sequence (P51570 whole entry, looked up): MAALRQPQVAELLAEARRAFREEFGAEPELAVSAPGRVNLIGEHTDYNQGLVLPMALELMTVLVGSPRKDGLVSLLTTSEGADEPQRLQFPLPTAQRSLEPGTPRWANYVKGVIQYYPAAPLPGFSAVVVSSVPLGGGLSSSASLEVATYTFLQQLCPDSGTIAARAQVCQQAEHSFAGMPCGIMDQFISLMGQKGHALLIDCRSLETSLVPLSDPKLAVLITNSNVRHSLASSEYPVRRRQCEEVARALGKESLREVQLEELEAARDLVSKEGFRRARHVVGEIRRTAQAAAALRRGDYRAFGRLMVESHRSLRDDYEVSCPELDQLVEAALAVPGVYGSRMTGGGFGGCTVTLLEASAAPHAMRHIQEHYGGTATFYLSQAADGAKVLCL
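Compounds were pin-transferred into ATP buffer (35 uM final), then GALK plus galactose (5 nM, 100 uM final) was added. After 1 h at room temperature, Kinase-Glo Plus was added and luminescence read after 10 min.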
hERG WT inh = KCNH2 (human, wildtype) channel inhibition. activity change, % at 1.84 µM. Q12809. 340,000 compounds, 0.37% hits. U2OS, BacMam KCNH2, thallium flux FluxOr; stronger effect = lower value;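 active means maximum activity change below -70%; inconclusive means maximum activity change between -70% and -50%; inactive means maximum activity change above -50%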; further: on the % scale 0 is the no-effect control and ±100 the full control effect
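U2OS cells were transduced with wild-type KCNH2 virus (2.03 x 10^8 / mL) for 4 h at room temperature, then cultured overnight at 37 C. Thallium flux was read with FluxOr dye. Rate constants were normalized to DMSO controls.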
AT treatment = potential ataxia-telangiectasia treatments restoring KAP-1 phosphorylation; […] A-T fibroblasts, KAP-1 phosphorylation AlphaLISA; neocarzinostatin DNA damage 30 min before lysis; Potency, µM (titrated, usually from 57.5 µM), for inactives: at the highest dose activation, most hits filed as activators; 320,000 compounds, 0.19% hits; AID 485349; further: potency means the concentration at half of the fitted maximal effect; % of control where 0% means no effect; nearly all actives have a fitted effect of over 45% in size
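hTERT-immortalized A-T patient fibroblasts ([…]), 500 cells/well in OPTI-MEM, 1% FBS, got compounds for 60 min, then NCS for 30 min at 37C. Lysates were then assayed for phospho-KAP-1 by AlphaLISA (anti-pKAP1 donor, anti-KAP1 acceptor beads), 6 hr at 25C.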
TRPV1 agonist = activates the human vanilloid receptor TRPV1; AID 540275; TRPV1-expressing cells, Fluo-8 calcium influx, agonist mode; 320,000 compounds, 0.19% hits; activation, % at 8.33 µM; Q8NER1; in the data active means activation above about 80%; inconclusive means between about 30% and that limit; further: 0% is about no effect
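Fluo-8 calcium influx in TRPV1-expressing cells, kinetic read (ex 480/em 520 nm). Compound added and read 3 min for agonist activity, followed by capsaicin at EC20 final and 2 min further read for enhancement.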
Integrin act MD = activators of alpha7 integrin expression for muscular dystrophy | alpha7betagal myoblasts, beta-gal FDG fluorescence, 48 h | Potency, µM (top dose mostly 38.3 µM), without a hit: top-dose activation, actives largely listed as activators | 350,000 compounds, 0.064% hits | AID 624291;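 further: potency means the concentration at half of the fitted maximal effect; 100% = response of the positive control SU9516; nearly all actives have a fitted effect of over 60% in size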
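Alpha7betagal+/- myoblasts (passage 13) were plated 16-24 hr, then exposed to compounds (1:260 dilution of DMSO stock) for 48 hours at 37C. After MPER lysis, β-galactosidase reporter activity was read as FDG fluorescence (ex 480/em 540) after 30 minutes.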
The depositor's hits bear a star; ? = inconclusive; / = no result given; [ ] = remark or other dose. Unless noted, the call rests on the fitted dose curve; in most records, active means well fitted curve in the direction sought with a large enough effect; inconclusive means small, poorly fitted or top-dose-only effect, or another doubt; inactive means no such curve, though single readings can be large; an effect the other way counts as inactive or inconclusive. Outcome played no part in choosing rows. About 2% of those tested had a hit in this group.

Fields – KCNH2 3.1 inh	Coupling enz	hERG WT inh	GALK inh	MBNL1-CUG inh	TRPV1 agonist	S-ASM inh	AT treatment	MLL CXXC-DNA inh	Integrin act MD
- COC(=O)c1ccccc1NC(=O)Cn1cnc2cc(C)c(C)cc21
    13	-2	2	-2%	-4%	16	-2%	3%	-16%	-49%[inhibitor]
- CC(OC(=O)c1ncc(Cl)c(Cl)c1Cl)C(=O)NC1CCCCC1C (stereo not given)
    1	/	3	/	/	5	-1%	-6%	/	4%
- CC(=O)c1c(C)[nH]c(C(=O)COC(=O)c2cccc(S(=O)(=O)N(C)c3ccccc3)c2)c1C
    -22	-4	-1	0%	32%[activator]	-13	-14%	-3%	2%	-25%
- O=C(CSc1nnc(CNC(=O)c2ccco2)o1)Nc1cccc(C(F)(F)F)c1
    -3	-1	-8	5%	-2%	-2	2%	-5%	-5%	-3%
- CCCn1c(N)c(N(CCOC)C(=O)c2ccc(S(=O)(=O)N3CCOCC3)cc2)c(=O)[nH]c1=O
    4	/	3	/	/	/	1%	/	/	25%
- CCOC(=O)[C@@H]1[C@H]2COc3cc(OC)ccc3[C@@H]2N2C(=O)N(c3ccc(Br)cc3)C(=O)[C@]12C
    3	/	12	/	/	/	-4%	/	/	-13%
- Cc1cc(Cl)ccc1OCCCC(=O)N1CCCCC1
    -2	2	3	1%	-3%	-1	0%	-4%	-15%	5%
- CCOC(=O)c1oc2c(CN3CCN(C)CC3)c(O)ccc2c(=O)c1-c1ccc(Br)cc1
    -19	-4	-7	-3%	96%[activator]	1	/	-2%	4%	42%
- COc1ccc(NC(=O)c2ccc(COc3ccccc3Br)o2)c(OC)c1
    17	/	-5	/	/	/	-7%	/	/	-36%
- CCc1ccccc1N1CC(C(=O)O)CC1=O (stereo not given)
    -4	1	-7	0%	-7%	0	7%	3%	-3%	14%
- O=C(NCc1ccccc1Cl)C(=O)c1cn(CC(=O)N2CCOCC2)c2ccccc12
    -11	/	-2	-1%	13%	3	-3%	-7%	-13%	0%
- O=C(COc1ccccc1)NCc1ccc(-n2cccc2)cc1
    3	2	7	4%	-7%	23	-2%	4%	11%	-6%
- NS(=O)(=O)c1ccc(NC(=O)CCCCCN2C(=O)c3ccccc3C2=O)cc1
    -11	/	-3	/	/	1	0%	-1%	/	-6%
- Nc1nccc(NCCSCc2ccccc2)n1
    9	/	4	/	/	/	2%	/	/	?
- Cc1nn(C)c2nc(-c3cccs3)cc(C(F)(F)F)c12
    20	-1	-4	-1%	1%	7	34%[activator]	9%	-3%	17%
- O=[N+]([O-])c1ccc(O)c(-c2nn[nH]n2)c1
    0	-15	4	0%	?	-1	0%	-16%	-4%	8%
- Cc1ccc(S(=O)(=O)N2[C@@H](c3ccc(F)cc3)C(C(=O)O)=CC[C@H]2c2cccc(Cl)c2)cc1
    5	/	7	/	/	-3	2%	5%	/	1%
- COC(=O)c1ccsc1NC(=O)CCS(=O)(=O)c1ccc(Cl)cc1
    11	/	-9	/	/	-1	4%	-4%	/	-37%[inhibitor]
- Clc1cccc(Nc2ncnc3ccc(Br)cc23)c1
    -11	-3	16	2%	7%	?	-13%	1%	-11%	28%
- COc1ccccc1CNC(=O)CSC(=S)N1CCCC1
    -1	/	1	/	/	12	/	-1%	/	3%
- O=C(CN1C(=O)NC2(CCCC2)C1=O)OCCOc1cccc(Cl)c1
    10	/	13	/	/	-1	-1%	-9%	/	3%
- C/C(=N\O)C1/C(=N/O)CC2C1C2(C)C (stereo not given)
    7	-2	4	1%	0%	1	-2%	6%	-5%	-6%
- COc1cc(Cl)ccc1OCc1cc(C(=O)NCC(C)(C)N2CCOCC2)no1
    0	0	-2	/	-7%	2	-1%	3%	-14%	9%
- CN(Cc1c(F)cccc1Cl)c1nnnn1-c1ccccc1
    16	2	0	1%	5%	10	-3%	1%	1%	-23%
- CCn1c(=O)c2c(nc(SCC(=O)NCC3CCCO3)n2C)n(C)c1=O (stereo not given)
    -4	2	-14	7%	-6%	-3	3%	-2%	-1%	-11%
- CCCCN1C(=O)C2C(c3ccc(OC)cc3O)NC(CC(C)C)(C(=O)O)C2C1=O (stereo not given)
    12	-3	0	0%	10%	-1	1%	-1%	-6%	9%
- O=C(O)CCCn1cc(NC(=O)COc2cc(F)ccc2[N+](=O)[O-])cn1
    -5	-3	-14	3%	?	-2	-1%	2%	2%	7%
- CC1(C)Cc2ccccc2-c2nnc(-c3ccccc3)n21
    -6	0	-4	0%	3%	-5	1%	-6%	-2%	-15%
- Cn1c(SCC(=O)N2CCCC2=O)nc2ccccc21
    18	0	-18	-1%	-5%	-2	7%	2%	6%	35%
- NS(=O)(=O)c1ccc(NC(=O)CN2CCCC2)cc1
    3	-1	-10	3%	-2%	5	-1%	16%	7%	0%
- C=CCc1cc(Cl)ccc1OCCCNC(C)CC (stereo not given)
    17	0	6	3%	-9%	1	1%	1%	-1%	-48%[inhibitor]
- Cc1ccc(C)c(NC(=O)CN(C)C(=O)c2cc(-c3cccs3)nn2-c2ccccc2)c1
    -17	/	-7	-8%	32%[activator]	4	-2%	1%	-1%	0%
- COc1cccc(C(=O)N(CN2CCCC2=O)c2cccc(Cl)c2)c1OC
    -6	1	0	-1%	4%	1	3%	1%	-14%	-20%
- COc1ccc(S(=O)(=O)Nc2cccc(-c3ccc(N4CCCCCC4)nn3)c2)c(OC)c1
    5	/	5	-2%	22%	-2	-6%	0%	16%	-39%
- C/C=C(\C)C(=O)N1CCC(C(=O)c2ccccc2)CC1
    13	1	6	4%	-4%	-6	3%	43%	2%	?
- O=C(CCCCCN1C(=O)c2cccc3cccc(c23)C1=O)NCCCO
    5	-2	-6	3%	?	-6	9%	-5%	2%	0%
- COc1ccc(CN(C)CC2CCCN(CCc3ccc(Cl)cc3)C2)cc1OC (stereo not given)
    -13	2	18	4%	1%	-1	0%	12%	3%	-52%[inhibitor]
- CC(NS(=O)(=O)c1ccc(Br)cc1)C(=O)NCc1ccco1 (stereo not given)
    -8	1	-7	0%	-10%	-2	1%	-6%	-3%	10%
- Cc1ccc(C(=O)COC(=O)CCC(=O)Nc2ccccc2Cl)cc1[N+](=O)[O-]
    0	-1	-6	2%	/	3	-1%	-4%	-3%	-15%
- CC1CN=C(N(C(=S)Nc2ccccc2)c2cccc(C(F)(F)F)c2)S1 (stereo not given)
    -1	-2	7	2%	-12%	9	10%	5%	-10%	-12%

Part of the list above, field by field:
COc1ccc(CN(C)CC2CCCN(CCc3ccc(Cl)cc3)C2)cc1OC (stereo not given)
  KCNH2 3.1 inh = -13
  Coupling enz = 2
  hERG WT inh = 18
  GALK inh = 4%
  MBNL1-CUG inh = 1%
  TRPV1 agonist = -1
  S-ASM inh = 0%
  AT treatment = 12%
  MLL CXXC-DNA inh = 3%
  Integrin act MD = -52%[inhibitor]
CC(NS(=O)(=O)c1ccc(Br)cc1)C(=O)NCc1ccco1 (stereo not given)
  KCNH2 3.1 inh = -8
  Coupling enz = 1
  hERG WT inh = -7
  GALK inh = 0%
  MBNL1-CUG inh = -10%
  TRPV1 agonist = -2
  S-ASM inh = 1%
  AT treatment = -6%
  MLL CXXC-DNA inh = -3%
  Integrin act MD = 10%
Cc1ccc(C(=O)COC(=O)CCC(=O)Nc2ccccc2Cl)cc1[N+](=O)[O-]
  KCNH2 3.1 inh = 0
  Coupling enz = -1
  hERG WT inh = -6
  GALK inh = 2%
  MBNL1-CUG inh = /
  TRPV1 agonist = 3
  S-ASM inh = -1%
  AT treatment = -4%
  MLL CXXC-DNA inh = -3%
  Integrin act MD = -15%
CC1CN=C(N(C(=S)Nc2ccccc2)c2cccc(C(F)(F)F)c2)S1 (stereo not given)
  KCNH2 3.1 inh = -1
  Coupling enz = -2
  hERG WT inh = 7
  GALK inh = 2%
  MBNL1-CUG inh = -12%
  TRPV1 agonist = 9
  S-ASM inh = 10%
  AT treatment = 5%
  MLL CXXC-DNA inh = -10%
  Integrin act MD = -12%

Next section:
Fields – KCNH2 3.1 inh	Coupling enz	hERG WT inh	GALK inh	MBNL1-CUG inh	TRPV1 agonist	S-ASM inh	AT treatment	MLL CXXC-DNA inh	Integrin act MD
- O=C(COc1cccc2c1CCNC2=O)Nc1ccc(F)cc1
    5	/	44	/	/	-1	2%	1%	/	17%
- Cc1ccc(C)c(S(=O)(=O)NCc2ccc(C(=O)N3CCC(Cc4ccccc4)CC3)cc2)c1
    -4	1	-2	-1%	-8%	0	-18%	-1%	-4%	-35%
- COc1cc(/C=C(\NC(C)=O)C(=O)NC(C)(C)CC(C)(C)C)ccc1OC(C)=O
    -20	-1	-9	0%	/	1	2%	0%	5%	8%
- COCCCn1c(SC(C)C(=O)NC2CC2)nc2ccccc2c1=O (stereo not given)
    13	/	5	/	/	?	-2%	-13%	/	9%

Screening data from PubChem.
